# hcGAS lum: blocks human cGAS activity; Q8N884; recombinant h-cGAS, ATP depletion, Kinase-Glo luminescence; inhibition, % at 12.5 µM; 0.081% of 290,000 active; AID 1259398;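 note: 0% = vehicle reaction and 100% = reaction without DNA for no activity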
# Target sequence (Q8N884 whole entry, looked up): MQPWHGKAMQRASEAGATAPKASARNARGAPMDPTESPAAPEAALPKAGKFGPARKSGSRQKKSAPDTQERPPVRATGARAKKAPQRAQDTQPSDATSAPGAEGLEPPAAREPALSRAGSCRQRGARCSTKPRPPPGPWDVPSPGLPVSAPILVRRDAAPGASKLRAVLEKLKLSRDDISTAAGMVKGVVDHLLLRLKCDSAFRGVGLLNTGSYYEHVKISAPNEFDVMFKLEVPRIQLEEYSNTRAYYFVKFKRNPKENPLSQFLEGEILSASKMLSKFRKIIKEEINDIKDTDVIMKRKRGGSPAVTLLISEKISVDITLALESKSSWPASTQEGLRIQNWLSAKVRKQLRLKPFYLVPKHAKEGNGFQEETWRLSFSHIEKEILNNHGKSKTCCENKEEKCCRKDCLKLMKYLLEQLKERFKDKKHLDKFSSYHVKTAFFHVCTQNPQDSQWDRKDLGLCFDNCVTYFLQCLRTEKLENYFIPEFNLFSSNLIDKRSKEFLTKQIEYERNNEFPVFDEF
# mcGAS inh: mouse cGAS inhibition by luminescence; recombinant cGAS, Kinase-Glo ATP depletion luminescence; inhibition, % at 12.5 µM; 0.15% of 160,000 active;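 note: 0% = negative control wells and 100% = reference inhibitor with no enzyme activity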
# NPYLR7 ag: mosquito NPYLR7 agonism | activation, % at 10 µM | 0.15% of 270,000 active | AID 1259423 | HEK293T NPYLR7/Galpha15, GCaMP6s calcium fluorescence; in the data active = activation above about 40%;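 note: 0% = vehicle and 100% = reference agonist at the receptor; some compounds past the cut are filed as inactive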
# * = called active by the depositor; . = not tested or not shown; & = joins results of further samples. Cut-off read from the data, not from the text of the source, unless noted: active = inhibition above about 40%; inactive = the rest. The order is random; 0.29% or so of the library scored in one or more.
# Preview (two entries):
nr	smiles	hcGAS lum	mcGAS inh	NPYLR7 ag
1	COc1ccc(OC)c(C2CCN(CCC(=O)Nc3nccs3)C2)c1 (stereo not given)	-5	.	6
2	CC1CCCC(NC(=O)Cn2cnc3c(nc4n3CCCCC4)c2=O)C1C (stereo not given)	-8	-6	.

# The list itself, from the start:
nr	smiles	hcGAS lum	mcGAS inh	NPYLR7 ag
1	COc1ccc(OC)c(C2CCN(CCC(=O)Nc3nccs3)C2)c1 (stereo not given)	-5	.	6
2	CC1CCCC(NC(=O)Cn2cnc3c(nc4n3CCCCC4)c2=O)C1C (stereo not given)	-8	-6	.
3	COc1ccc(-c2ccc3c(c2)N(Cc2ccccc2)C(=O)COC3)cn1	-5	.	3
4	O=C(NCCn1ncc2c(=O)n(Cc3ccccc3F)cnc21)c1ccco1	-5	-10	-5
5	Clc1ccc(C2=Nc3ncnn3C(c3cccc(Br)c3)C2)cc1 (stereo not given)	-7	.	12
6	CN(C)S(=O)(=O)c1ccc(Cl)c(NC(=O)CCl)c1	-8	10	-2
7	COc1ccc(C2=NN(c3nc(-c4ccccc4)c4cc(Br)ccc4n3)C(c3ccccc3)C2)cc1 (stereo not given)	-2	-3	0
8	O=C(NCCC1=CCCCC1)c1ccccc1-n1cnnn1	-4	.	4
9	CCN(Cc1ccccc1)C(=O)c1nn(-c2ccccc2C)c(=O)cc1OC	1	-2	-5
10	Cc1nc(C2CN(CCn3c(=O)oc4ccccc43)CCO2)n[nH]1 (stereo not given)	-4	.	5
11	O=C1c2ccccc2C(=O)N1CCCCN(C(=O)c1ccccc1Br)c1ccc(Cl)cc1	-8	-4	4
12	CCc1noc(C2(NC(=O)C3CCCC3)CCCCC2)n1	-6	-5	.
13	COc1cccc(NC(=O)CCC2CCN(C(=O)c3cc(C(C)C)no3)CC2)c1	-1&-9	-13	17
14	CCCCCNc1cc(C)nc2c(-c3ccc(C)cc3)cnn12	-5	-7	-4
15	CC1(C)CC(=O)C2=C(C1)OC(=N)C(C#N)C2c1ccc(Cl)cc1 (stereo not given)	-7	-8	-11
16	Brc1cccc(OCCN2CCc3ccccc3C2)c1	-3	.	-7
17	CSc1nc2nc3c(cc2c(=O)[nH]1)C(O)Oc1ccc(C)cc1-3 (stereo not given)	13&24	.	4&-10
18	Cc1cccc(NC(=O)CN(C)c2ccc(C(=O)N3CCCC(C)C3)cn2)c1C (stereo not given)	-11	.	9
19	Cc1cc(N2CCN(C/C=C/c3ccccc3)CC2)nc(SCc2ccc(C(=O)O)o2)n1	-4	-5	12
20	CCOC(=O)C1c2c(OC)ccc3c2C(=CC(C)(C)CO3)CN1Cc1nccn1C (stereo not given)	1	-5	2
21	COC(=O)[C@@H]1C[C@H](O)CN1S(=O)(=O)CC1CCCCC1	-3	.	1
22	CN1CCN(CC(=O)Nc2c(C(N)=O)nnn2Cc2ccccc2)CC1	-2	.	1
23	COC(=O)[C@@H]1CCCN1Cc1nc(NCCc2ccccc2OC)c2ccccc2n1	-8	-13	25
24	CCc1nc2ccc(C(=O)NCCN3CCNC3=O)cn2c1N(C)CCCc1ccccc1	-6	-4	19
25	CC1CC2C3CCC4=CC(=O)C=CC4(C)C3(F)C(O)CC2(C)C1(O)C(=O)CO (stereo not given)	-4	.	-1
26	NC[C@H]1O[C@H](OC2[C@@H](N)C[C@@H](N)[C@H](O[C@H]3O[C@H](CO)[C@@H](O)[C@H](N)[C@H]3O)[C@H]2O)[C@H](N)[C@@H](O)[C@@H]1O (stereo not given in full)	-7	.	3
27	Cc1ccc2nc(SCC(=O)N3CCCc4ccccc43)nc(=O)n2c1	-10	-9	1
28	CCOc1ccc(-c2ccc(SCC(N)=O)nn2)cc1	-2	-8	2
29	Cc1cnc(C)c(Nc2nc(C(N)Cc3ccccc3)cs2)n1 (stereo not given)	-3	-5	-1
30	FC(F)n1c(=S)n(C(F)F)c2ccccc21	-7	.	-11
31	Cc1c(-c2nc(-c3ccccc3Cl)no2)nnn1-c1ccc(F)cc1	-1	-6	-5
32	COc1ccc(S(=O)(=O)N(C)CCCC(=O)Nc2ccc3c(c2)CCC3)cc1	-7	.	3
33	Cn1c2ccccc2c2nc3cc(Cl)ccc3nc21	3	-1	2
34	COc1cccc(OC)c1C(=O)NCCN1CCn2cc(OC)c(=O)cc2C1=O	-6	.	15
35	O=C(CN1Cc2ccccc2C(c2ccccc2)C1)NC1CC1 (stereo not given)	-2	.	0
36	COc1ccc(Cn2cnc3c4ccccc4n(CC(=O)NCc4ccccc4)c3c2=O)cc1	0	-6	2
37	CN(C)CCNCC1(c2ccnc(-c3ccnn3C)c2)CC1	-4	-6	-15
38	COc1cccc(COC(CN2CCN(C(=O)c3cccs3)CC2)c2ccc(Cl)cc2)c1 (stereo not given)	0	-3	-5
39	CC(C)CC(C)NC(=O)c1cccnc1Oc1cccc([N+](=O)[O-])c1 (stereo not given)	-3	-5	19
40	Cc1sc(-n2cccc2)c(C(=O)Nc2nccs2)c1C	-4	.	5

# Profiles, quoted from the list.
# CN(C)CCNCC1(c2ccnc(-c3ccnn3C)c2)CC1 in the list: hcGAS lum: -4; mcGAS inh: -6; NPYLR7 ag: -15
# Cc1sc(-n2cccc2)c(C(=O)Nc2nccs2)c1C in the list: hcGAS lum: -4; mcGAS inh: .; NPYLR7 ag: 5
# O=C(CN1Cc2ccccc2C(c2ccccc2)C1)NC1CC1 (stereo not given) in the list: hcGAS lum: -2; mcGAS inh: .; NPYLR7 ag: 0

# (further entries)
nr	smiles	hcGAS lum	mcGAS inh	NPYLR7 ag
41	O=C(c1c(Cl)cccc1Cl)N1CCC(CCc2ccc3c(c2)OCO3)CC1	-7	-7	3
42	CCN(CC)c1ccc(CN(CC2CCCO2)C(=O)c2ccccc2Cl)c(OS(C)(=O)=O)c1 (stereo not given)	-7	-4	8
43	O=C(NC(c1ccc(F)cc1)c1ccccn1)C1CCN(CCc2c[nH]c3ccccc23)CC1 (stereo not given)	-4	-4	8
44	CC1(NC(=O)CNc2cc3c(cc2Br)OCCO3)CCS(=O)(=O)C1 (stereo not given)	4	0	-2
45	O=C(Cc1cccnc1)NCc1ccc(-c2ccc(F)cc2)o1	-4	-7	-6
46	O=C(C[C@@H]1C[C@@H]2C=C[C@H]1C2)N1CCc2c(ncnc2N2CCOCC2)C1	-2	.	-1
47	Cc1ccc(C2(C)CC2(Br)Br)cc1 (stereo not given)	-5	.	-12
48	CC(C)Cc1cc(C(=O)N2CCCC(CO)(Cc3ccc(F)cc3F)C2)n[nH]1 (stereo not given)	-2	-4	-7
49	Cc1cccc(-n2nc(-c3ccc([N+](=O)[O-])cc3)cc2C(=O)Nc2ccc(F)cc2)c1	-6	-4	-3
50	Cc1nc(C(=O)OCC(=O)N(C2CCCCC2)C2CCCCC2)cs1	-7	.	3
51	CCc1noc(C)c1C(=O)N1CCCC(CCC(=O)NCc2ccccc2Cl)C1 (stereo not given)	-10	.	23
52	CCCCCn1c(SCCO)nc2c1c(=O)[nH]c(=O)n2C	-6	-8	3
53	CN(C)CCNC(=O)c1cc2sccc2n1CC1CCC1	-4	.	3
54	CCC(NC)c1ccc(-c2cccc3ncccc23)cc1 (stereo not given)	1	.	11
55	CCCc1nc2sc3ccccc3c(=O)c2c(=O)n1Cc1ccc(OC)cc1	-3	.	5
56	COc1ccccc1C1SC(C)C(=O)N1CCNC(C)C (stereo not given)	-1	-4	0
57	COc1ccc(-c2noc(-c3c(SC)nn(CC(=O)Nc4ccc(C)c(C)c4)c3N)n2)cc1	0	-2	-2
58	C=CCNc1ccccc1C(=O)N1CCC(Nc2ncccn2)CC1	-6	.	20
59	CSc1nc(N2CCCC2)c2cnn(CCNC(=O)c3ccccc3F)c2n1	-5	-6	.
60	COc1ccccc1C(=O)Nc1cc(Cl)ccc1Sc1nnnn1C	6	-1	-3
61	COc1ccc(Br)cc1/C=C1\C(=O)N(c2ccccc2)N=C1C	-5	-5	-1
62	CC1Cc2ccccc2N1S(=O)(=O)c1ccc2c(c1)CCC(=O)N2 (stereo not given)	-13	-8	9
63	O=c1ccc2cc3c([nH]c4ccc(Br)cc43)oc-2c1O	-4	.	17
64	CS(=O)(=O)NC1CCN(Cc2ccc(-c3ccccc3)cc2)CC1	-10	-7	11
65	COC(=O)CC(=O)N1CCN(CC(OCc2cccc(Cl)c2)c2cccc(OC)c2)CC1 (stereo not given)	-5	-7	.
66	CN(Cc1ccccc1)c1cc(Oc2ccc(F)cc2F)ncn1	5	0	.
67	c1ccc2c(c1)OCC(CNCc1ccc3c(c1)OCO3)O2 (stereo not given)	-8	-6	16
68	CCN1CCN(c2cc(C(F)(F)F)nc(SCc3ccc(C(=O)NCCN(C)C)cc3)n2)CC1	-12	-7	12
69	Cc1cc(C)cc(CN2CCC(Cc3ccc4c(c3)OCO4)CC2)c1	-5	-7	-2
70	COc1ccc(OCCN2CCC(C(=O)NC(C)c3ccccc3)CC2)cc1 (stereo not given)	-8	-3	7
71	COc1ccc(-c2ccc(C)c(NS(C)(=O)=O)c2)nn1	-7	.	0
72	Cc1ccc(Cl)cc1N1C(=O)C2CC=CCC2C1=O (stereo not given)	-12	0	-1
73	O=C(CN1C(=O)c2ccccc2S1(=O)=O)N(C1=CCCCC1)C1CC1	-7	.	9
74	O=C(Cn1c(=O)[nH]c2ccccc2c1=O)N1CCN(S(=O)(=O)C2CC2)CC1	-10	.	0
75	CCc1nc(C2CCCN(c3ncnc4cc(F)c(F)cc34)C2)no1 (stereo not given)	-9	.	-1
76	CC(Oc1ccccc1)C(=O)Nc1cc(F)ccc1F (stereo not given)	0	.	-26
77	O=C(Cn1cnc2scc(-c3cccs3)c2c1=O)NC1CCCC1	0	-5	-1
78	Cc1cccc(-n2nc(C(=O)Nc3ccccc3)c(=O)n(Cc3cccc(C(F)(F)F)c3)c2=O)c1	-4	-4	6
79	O=C(/C=C/c1ccc(O)cc1)c1ccccc1O	-52	-21	1
80	COCCNS(=O)(=O)c1ccc(OC)c(N2CCN(C(=O)CCSC)CC2)c1	-6	-7	4
81	COCCN(CC(=O)N(CCc1c[nH]c2ccccc12)Cc1ccc(C)cc1)C(=O)COc1ccc(Cl)cc1	-5	-4	21
82	CNN=C(C)c1ccc(Br)s1	-3	-4	11
83	Cc1ccccc1C1c2ccsc2CCN1C(=O)CN(Cc1ccco1)C(=O)c1ccco1 (stereo not given)	-2	0	-13
84	Cc1nc(CC(=O)N2CCCC2c2ccc(C(=O)NC3CC3)s2)cs1 (stereo not given)	-7	.	26
85	CC(C)CN(C)C(=O)CC1C(=O)NC2(CCCC2)CN1Cc1ccc(Cl)cc1 (stereo not given)	2	.	4
86	CCOC(=O)Nc1cccc(C(=O)n2ccccc2=NC(C)C)c1	-7	.	13
87	Clc1ccc(-c2nc3c(c(NCCn4cccn4)n2)CNC3)cc1	-1	.	3
88	Cc1c(C(=O)NCCCN2CCCCC2C)cnc2c(-c3cccc(Cl)c3)cnn12 (stereo not given)	1	-4	13
89	Cc1cccc(-n2nc(C(=O)O)c(=O)n(Cc3ccccc3C)c2=O)c1	2	.	20
90	COCCN(CC(=O)N(CCc1c[nH]c2ccccc12)Cc1ccc(OC)c(OC)c1)C(=O)c1ccc([N+](=O)[O-])cc1	7	2	-10

# Remaining list, next part.
nr	smiles	hcGAS lum	mcGAS inh	NPYLR7 ag
91	CN(C)c1ccc(C(=O)NCc2ccc3c(c2)OCCO3)cc1F	-7	-7	1
92	CNC(=O)COc1ccc(Nc2nnc(-c3ccc(C)c(S(=O)(=O)NC)c3)c3ccccc23)cc1	-7	.	-17
93	Cc1sc(-c2c(C#N)c(N)nc3c2CCCCC3)cc1[N+](=O)[O-]	-9	.	2
94	CC(C)c1nc(CC(=O)NC(C)c2ccncc2)cs1 (stereo not given)	-5	.	7
95	C=CCNC(=O)CSc1nc(N)c2c3c(sc2n1)CCCC3	-2	-5	-5
96	Cc1ccc(-n2ncc3c(=O)n(NC(=O)CCC4CCCC4)cnc32)cc1C	-4	.	10
97	COC(=O)Cc1ccc(OCc2nccc(N)n2)cc1	-42	-25	3
98	Cc1ccc(NS(=O)(=O)c2ccc3ccccc3c2)cc1	-8	-8	-8
99	O=C1C2Sc3[nH]c(=O)sc3C(c3ccc(O)cc3)C2C(=O)N1c1ccc(Br)cc1 (stereo not given)	-3	4	4
100	CC(C)NC(=O)N1CCNC(=O)C1c1cccs1 (stereo not given)	-5	-11	4

# Part of the list above, showing only hcGAS lum and mcGAS inh:
no.	SMILES	hcGAS lum	mcGAS inh
92	CNC(=O)COc1ccc(Nc2nnc(-c3ccc(C)c(S(=O)(=O)NC)c3)c3ccccc23)cc1	-7	.
93	Cc1sc(-c2c(C#N)c(N)nc3c2CCCCC3)cc1[N+](=O)[O-]	-9	.
38	COc1cccc(COC(CN2CCN(C(=O)c3cccs3)CC2)c2ccc(Cl)cc2)c1 (stereo not given)	0	-3

# (more compounds)
nr	smiles	hcGAS lum	mcGAS inh	NPYLR7 ag
101	Cc1[nH]c2ccccc2c1S(=O)(=O)CCNC(=O)Nc1ccc(C(F)(F)F)cc1	3	.	12
102	Cc1ccc(SC(C)C(=O)Nc2cccc(C(N)=O)c2)cc1 (stereo not given)	-6	.	12
103	CCn1cc(CNC(=O)c2ccc3nc(Cc4cccc(Cl)c4)oc3c2)cn1	7	-1	-16
104	COc1cc(C)ccc1C(=O)C=Cc1ccc(OC)c(OC)c1OC	0	-5	2
105	Cc1ccc(-n2nc(-c3ccccc3Cl)cc2C(=O)O)c(C)c1	-4	.	1
106	O=C([C@H]1CCCN1C(=O)c1ccccc1)N1CCN(Cc2ccc(Oc3ccccc3)cc2)CC1	-1	.	1
107	c1ccc(OCc2nnc3sc(-c4ccc5c(c4)OCO5)nn23)cc1	-1	.	9
108	CC1(C(=O)NS(=O)(=O)c2ccccc2Cl)CCN1C(=O)c1cccc2ccccc12 (stereo not given)	-14	.	3
109	O=C(NC1CC1)c1ccc(CSc2nnc(-c3ccco3)n2-c2ccccc2F)cc1	-2	-7	15
110	CCN1Cc2ccccc2N([C@@H]2CCC[C@H]2O)CCC1=O	-10	-9	0

# Screening results from PubChem BioAssay.
